# TMEM16A act – TMEM16A chloride channel activators or potentiators, primary screen, cell-based, HTS. Anoctamin-1 (Mus musculus), Q8BHY3. B-score at 10 µM. HEK293 TMEM16A/YFP-H148Q/I152L, iodide quench fluorescence; active compounds read low. 340,000 compounds, 0.3% hits;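 active means fluorescence-ratio B-score plate-corrected deviation score at least 3 library SD below zero, with starting fluorescence score within 5 deviations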;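 further: channel opened by trigger with iodide after compound preincubation; score built on the fluorescence ratio of max minus min over baseline; more negative score means more quench and so TMEM16A activation or potentiation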
# TRPC4 agonist – activators of mouse TRPC4 channel, primary screen, Fluo4 calcium, HEK293 TRPC4beta/mu-opioid cells | 310,000 compounds, 0.49% hits | B-score at 10 µM | Fluo4 calcium fluorescence; active compounds read high | AID 2237, 2010 | Short transient receptor potential channel 4 (Mus musculus), Q9QUQ5;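 active means B-score above 5 SD of library B-scores, and initial fluorescence ratio not above library mean plus 5 SD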;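 further: positive B-score marks a calcium rise read as TRPC4 activation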
# Target sequence (Q9QUQ5 whole entry, looked up): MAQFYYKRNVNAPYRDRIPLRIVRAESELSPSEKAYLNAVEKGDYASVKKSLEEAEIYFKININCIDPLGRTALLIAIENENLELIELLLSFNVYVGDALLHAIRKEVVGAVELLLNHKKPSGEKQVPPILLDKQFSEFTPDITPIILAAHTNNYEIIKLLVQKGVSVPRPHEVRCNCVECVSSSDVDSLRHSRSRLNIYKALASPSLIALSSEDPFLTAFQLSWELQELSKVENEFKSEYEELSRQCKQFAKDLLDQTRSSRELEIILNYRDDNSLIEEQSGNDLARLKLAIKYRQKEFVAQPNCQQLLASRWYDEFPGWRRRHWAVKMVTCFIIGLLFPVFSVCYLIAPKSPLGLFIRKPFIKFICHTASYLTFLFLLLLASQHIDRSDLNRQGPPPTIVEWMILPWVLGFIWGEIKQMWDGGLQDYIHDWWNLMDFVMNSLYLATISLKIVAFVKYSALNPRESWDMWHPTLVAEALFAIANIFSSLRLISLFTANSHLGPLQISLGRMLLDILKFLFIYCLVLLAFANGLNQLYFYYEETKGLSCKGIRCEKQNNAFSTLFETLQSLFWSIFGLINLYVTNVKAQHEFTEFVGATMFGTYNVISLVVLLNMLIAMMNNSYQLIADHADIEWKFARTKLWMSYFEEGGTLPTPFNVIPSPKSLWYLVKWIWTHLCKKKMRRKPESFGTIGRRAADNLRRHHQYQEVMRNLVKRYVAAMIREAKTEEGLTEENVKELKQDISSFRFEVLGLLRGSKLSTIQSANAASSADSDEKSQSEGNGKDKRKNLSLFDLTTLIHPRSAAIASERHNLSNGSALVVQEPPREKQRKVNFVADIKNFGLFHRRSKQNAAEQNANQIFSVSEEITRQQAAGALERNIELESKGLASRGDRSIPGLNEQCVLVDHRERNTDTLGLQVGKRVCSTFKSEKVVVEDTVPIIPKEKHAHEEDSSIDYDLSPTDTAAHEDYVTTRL
#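 Test system: HEK293 cells stably co-expressing mouse TRPC4beta and mu-opioid receptor | Schedule: Fluo4 dye loading 45 min at room temperature, 110 s recording | Measured by: Kinetic Fluo4 calcium fluorescence, 5 s baseline at 1 Hz | Evaluation: B score of integrated ratio | Controls: Buffer (low) and maximal DAMGO (high)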
# TMEM16A inh – TMEM16A chloride channel inhibitors, primary screen, cell-based, HTS; Anoctamin-1 (Mus musculus), Q8BHY3; HEK293 TMEM16A/YFP iodide influx fluorescence, ionomycin; normalized B-score (activity score, 25-100; higher = stronger inhibition) at 10 µM; 310,000 compounds, 1.2% hits;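 active means ratio plate-corrected score three or more library SD toward inhibition, starting fluorescence score within five deviations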;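 further: score derived from kinetic fluorescence span divided by baseline fluorescence per well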
# RGS4 block – RGS4 inhibitors, primary screen, cell-based, HEK293 M3R inducible RGS4, calcium flux; Regulator of G-protein signaling 4 (Homo sapiens), P49798; Fluo-4 calcium flux; active compounds read high; triggered by carbachol at its EC20; B-score at 10 µM; 310,000 compounds, 0.45% hits; AID 463165, 2010;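 active means B-score, a plate-corrected calcium signal, over three deviations above library mean, with baseline fluorescence within five deviations of library mean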;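 further: RGS4 expression induced by doxycycline in cells with stable M3 receptor; B-score is computed from the integrated fluorescence ratio over baseline after carbachol; higher B-score means a larger calcium signal and so more RGS4 inhibition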
# MrgX1 antagonist – antagonists of human MrgX1 receptor, primary screen, HEK293 cells, Fluo-4 calcium flux. Mas-related G-protein coupled receptor member X1 (Homo sapiens), Q96LB2. BAM8-22 antagonism; active compounds read low. B-score at 10 µM. 310,000 compounds, 1.3% hits. AID 588676, 2011;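 active means calcium-response B-score plate-corrected more than 3 library SD below zero, starting fluorescence within 5 deviations, no agonist response on first addition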;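 further: peak minus trough fluorescence over baseline after final BAM8-22 challenge near maximal dose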
# TRPC6 activator – mouse TRPC6 channel activators, primary screen, cell-based, HEK293, membrane potential dye. AID 2550, 2010. 310,000 compounds, 0.13% hits. HEK293-TRPC6 membrane potential dye fluorescence; active compounds read high. B-score at 10 µM. Short transient receptor potential channel 6 (Mus musculus), Q61143;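 active means B-score of the integrated fluorescence ratio above library mean plus 3 SD, and starting fluorescence ratio within library mean plus 5 SD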;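 further: higher score means more depolarization so channel activation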
# TRPC4 inh – inhibitors of mouse TRPC4 channel, primary screen, Fluo4 calcium, HEK293 TRPC4beta/mu-opioid cells; Short transient receptor potential channel 4 (Mus musculus), Q9QUQ5; DAMGO-evoked Fluo4 calcium flux; active compounds read low; B-score at 10 µM; 300,000 compounds, 0.39% hits;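 active means B-score over 3 SD under the library average, no early fluorescence shift, positive overall ratio signal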
#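 Signal: kinetic Fluo4 fluorescence imaging of calcium influx. Material: stable TRPC4beta/mu-opioid receptor HEK293 cells. Probe or stimulus: DAMGO in two steps, submaximal then maximal.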
# MrgX1 PAM – positive allosteric modulators of MrgX1, primary screen, HEK293 cells, Fluo-4 calcium flux; FDSS; active compounds read high; 310,000 compounds, 0.63% hits; B-score at 10 µM; Mas-related G-protein coupled receptor member X1 (Homo sapiens), Q96LB2;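 active means plate-corrected calcium response at least 3 library SD above typical, normal starting fluorescence, not activating the receptor alone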;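 further: compound read alongside a low EC10 to EC30 dose of BAM8-22 agonist; peak minus trough fluorescence over baseline measured at the second addition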
# MrgX1 agonist – agonists of human MrgX1 receptor, primary screen, HEK293 cells, Fluo-4 calcium flux. Mas-related G-protein coupled receptor member X1 (Homo sapiens), Q96LB2. Fluo-4 calcium fluorescence, agonist mode; active compounds read high. B-score at 10 µM. 310,000 compounds, 0.44% hits;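 active means calcium response B-score plate-corrected fluorescence ratio at least 3 library SD, with starting fluorescence B-score inside 5 SD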
#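 times = overnight plating, then 30 min 37 °C plus 30 min room-temperature dye loading | assay system = stable human MrgX1 HEK293 cell line | input = fifteen thousand cells per well | signal = kinetic calcium dye fluorescence, Fluo-4 NW | dosing = compound delivered in addition one of three | read-out = B-scored fluorescence response ratio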
# TRPC6 inhibitor – mouse TRPC6 channel inhibitors, primary screen, cell-based, HEK293, membrane potential dye; ACh-evoked depolarization; active compounds read low; B-score at 10 µM; 310,000 compounds, 1.1% hits;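 active means B-score under library mean minus 3 SD, initial fluorescence not abnormally high, positive integrated signal ratio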;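 further: B-score derived from integrated fluorescence ratio over the kinetic read; more negative B-score means stronger inhibition of depolarization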
# TRPC4 PAM – positive allosteric modulators of TRPC4, primary screen, cell-based, mouse TRPC4beta, HEK293 mu-opioid, Fluo-4 calcium | Short transient receptor potential channel 4 (Mus musculus), Q9QUQ5 | DAMGO EC20, Fluo-4 Ca2+ flux; active compounds read high | B-score at 10 µM | 310,000 compounds, 0.42% hits;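 active means B-score of calcium response area above 5 SD of library B-scores, with initial fluorescence ratio within 5 SD of library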;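 further: B-score of integrated fluorescence ratio over time as area under calcium response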
# Numbers without * were called inactive; i = inactive; x = not tested or not shown. Compounds as they come; 5.8% or so of the library scored in one or more.
SMILES,TMEM16A act,TRPC4 agonist,TMEM16A inh,RGS4 block,MrgX1 antagonist,TRPC6 activator,TRPC4 inh,MrgX1 PAM,MrgX1 agonist,TRPC6 inhibitor,TRPC4 PAM
O=C(NCC1CCCO1)c1ccc(NC(=O)C2CCCCC2C(=O)O)cc1 (configuration not stated),i,i,i,i,i,i,i,i,i,i,i
COc1cc(C(=O)NCc2ccccc2)ccc1OC(F)F,i,i,i,i,i,i,i,i,i,i,i
CCCCNC(=O)OCCNC(=O)Oc1cccc(C)c1,i,i,i,i,i,i,i,i,i,i,i
CC(C)C(=O)OCCN=C1NS(=O)(=O)c2ccccc21,i,i,i,i,i,i,i,i,i,i,i
Cc1sc(NC(=O)c2ccco2)c(C(c2ccc(F)cc2)N2CCN(C)CC2)c1C (configuration not stated),i,i,i,i,i,i,i,i,i,i,34*
COC(=O)C1=C(O)/C(=C/c2ccc(OCC(=O)Nc3ccccc3)cc2)N=C1C,i,i,i,i,i,i,i,i,i,i,i
Cc1ccc(-n2c(COc3c(C)cccc3C)nnc2SCC(=O)Nc2nccs2)cc1,i,i,i,i,i,i,i,i,i,i,i
CCOc1ccc(N2C(=O)Nc3ccccc3C2(O)C(=O)NCc2ccccc2)cc1 (configuration not stated),i,i,i,i,i,i,i,i,i,i,i
O=C(Cc1ccccc1)NC1CCN(S(=O)(=O)c2ccc(C(=O)O)cc2)CC1,i,i,i,i,i,i,i,i,i,i,i
COC(=O)COc1cccc(NC(=O)COc2ccccc2)c1,i,i,i,i,i,i,i,i,i,i,i
Cc1ccc(-n2nc(C)cc2NC(=O)CC#N)cc1,i,i,i,i,i,i,i,i,i,i,i
CN(c1ccc(OC(=O)CN2C(=O)NC3(CCCC3)C2=O)cc1)S(=O)(=O)c1ccccc1,i,i,i,i,i,i,i,i,i,i,i
COc1ccc(S(=O)(=O)N2CCC(C(=O)N[C@@H](C)C(=O)NC3CCCC3)CC2)cc1,i,i,i,i,i,i,i,i,i,i,i
Cc1cccc(N(CC(=O)NCc2ccco2)C(=O)CNS(=O)(=O)c2ccc(F)cc2)c1,i,i,i,i,i,i,i,i,i,i,i
CCN(CC)C(=O)c1ccc(C(=O)c2ccccc2)cc1,i,i,i,i,i,i,i,i,i,i,i
CCN(CC)CCC(=O)NC(C)(C)Cc1ccc(O)cc1,i,i,i,i,i,i,i,i,i,i,i
Cc1nn(C(C)(C)C)c(C)c1/C=N/OC(=O)Nc1ccc(Cl)c(Cl)c1,i,i,i,i,i,i,i,i,i,i,i
COc1ccc(CNc2nc(SCC(=O)NCc3ccco3)nc3ccccc23)cc1,i,i,i,i,i,i,i,i,i,i,i
COc1ccc(CNc2nc(-c3cccnc3)nn2C(=O)c2cccs2)cc1,i,i,i,i,i,i,i,i,i,i,i
Cc1nnc(SCC(=O)NNC(=O)CC#N)[nH]c1=O,i,i,i,i,i,i,i,i,i,i,i
O=C(O)CCCn1cc(NC(=O)COc2cccc(Cl)c2)cn1,i,i,i,i,i,i,i,i,i,i,i
O=C(CSc1ncnc2c1oc1ccccc12)OCc1ccccc1,i,i,i,i,i,i,i,i,i,i,i
CCc1cc(=O)n2[nH]c(-c3ccccc3)c(-c3ccccc3)c2n1,i,i,i,i,i,i,i,i,i,i,i
COc1ccc(C[C@H]2CN3C(=NC[C@H]3Cc3ccccc3)N2CCNC(=O)c2ccc(C)c(Br)c2)cc1,i,i,i,i,-5.09*,i,i,i,i,i,i
O=C(NCc1cccnc1)c1ccc(COc2ccccc2Br)o1,i,i,i,i,i,i,i,i,i,i,i
C/C(=N\N=C\c1ccccc1F)c1nnn(-c2nonc2N)c1C,i,i,i,i,i,i,i,i,i,i,i
O=C(NCC1CCCO1)c1ccc(N2CCCCC2)c([N+](=O)[O-])c1 (configuration not stated),i,i,i,i,i,i,i,i,i,i,i
Cc1cccc(-n2nc3c(c2NC(=O)CCC2CCCCC2)CS(=O)C3)c1C (configuration not stated),i,i,i,i,i,i,i,i,i,i,i
COc1cc(/C=C2/C(=N)N3N=C(CC(=O)N4CCOCC4)SC3=NC2=O)ccc1OCc1ccccc1,i,i,i,i,i,i,i,19.4*,i,i,i
CNC(=S)NNC(=O)c1noc(C)c1C(=O)N1CCN(C(c2ccccc2)c2ccccc2)CC1,i,i,i,i,i,i,i,i,i,i,i
O=C(N/N=C/c1cc(Br)c(Br)o1)c1ccc2c(c1)OCCO2,i,i,i,i,i,i,i,i,i,i,i
COc1c(C)cccc1C(=O)NC(=S)Nc1cccc2nsnc12,i,i,x,i,x,i,i,x,x,i,i
Nc1ccc(Cl)c(S(=O)(=O)Nc2cccc(Cl)c2)c1,i,i,i,i,i,i,i,i,i,i,i
COc1ccc(S(=O)(=O)Nc2ccc(Nc3ccccc3)cc2)cc1,i,i,i,i,i,i,i,i,i,i,i
COc1ccccc1NC(=O)N1CCN(C(=O)c2ccco2)CC1,i,i,i,i,i,i,i,i,i,i,i
COc1ccc(-c2cc(C(=O)NCCN3CCOCC3)no2)cc1OC,i,i,i,i,i,i,i,i,i,i,i
CN1c2cccc3cccc(c23)N(C)C1(C)C,i,i,i,i,i,i,i,i,i,i,i
Cc1ccc(C(=O)N/C(=C/c2cccs2)C(=O)N2CCCCC2)cc1,i,i,i,i,i,i,i,i,i,i,i
CCOc1ccc(NC(=O)CN(C)C(=O)CCCc2c[nH]c3ccccc23)cc1OCC,i,i,i,i,i,i,i,i,i,i,i
CCC(CO)n1c(SCc2cc([N+](=O)[O-])cc3c2OCOC3)nc2ccccc2c1=O (configuration not stated),i,i,i,i,i,i,i,i,i,i,i
CC(=O)Nc1ccc(/C=C/C(=O)c2ccc3c(c2)OCCO3)cc1,i,i,i,i,i,i,i,i,i,i,i
CCN(CC)S(=O)(=O)c1ccc(N2CCOCC2)c(NC(=O)C(=O)c2c(-c3ccccc3)cc3ccccn23)c1,i,i,i,i,i,i,i,i,i,i,i
COc1ccc(CC(C)N2CCN(Cc3ccccc3)CC2)c(OC)c1 (configuration not stated),i,i,i,i,-4.52*,i,i,i,i,i,i
O=c1c2c(nc3nc(Cc4ccccc4)[nH]n13)CCC2,i,i,i,i,i,i,i,i,i,i,i
O=C(O)Cc1sc(Nc2cccc3ccccc23)nc1-c1ccc(Cl)cc1,i,i,i,i,i,i,i,i,i,i,i
COc1ccc(NC(=O)C2C3C=CC(C3)C2C(=O)O)cc1 (configuration not stated),i,i,i,i,i,i,i,i,i,i,i
COC(=O)c1ccccc1NC(=S)N(Cc1ccc2c(c1)OCO2)Cc1cc2ccc(C)cc2[nH]c1=O,i,i,i,i,i,i,i,i,i,i,i
CC(O)C1C(=O)OC2(C)CC(C)(C)NC(=S)N12 (configuration not stated),i,i,i,i,i,i,i,i,i,i,i
CS(=O)(=O)N(CC(=O)Nc1cc(Cl)ccc1Cl)c1ccccc1,i,i,i,i,i,i,i,i,i,i,i
CNC(=O)c1c(NC(=O)CCS(=O)(=O)c2ccc(C)cc2)sc2c1CCN(C(=O)OC)C2,i,i,i,i,i,i,i,i,i,i,i
Cc1cc(C)c(C(=O)CSc2nc(C)cc(=O)[nH]2)c(C)c1,i,i,i,i,i,i,i,i,i,i,i
CC1CC(c2ccccc2)n2nc(NC(=O)c3cccs3)nc2N1 (configuration not stated),i,i,i,i,i,i,i,i,i,i,i
CC(C)=CC(=O)N1CCC(n2nccc2NC(=O)CCc2ccccc2)CC1,i,i,i,i,i,i,i,i,i,i,i
CC(C)CC(=O)Nc1nnc(SCC(=O)NC2CCCCC2)s1,i,i,i,i,i,i,i,i,i,i,i
Cc1cnc(CNC(=O)c2ccc3oc(Cc4ccccc4)nc3c2)[nH]1,i,i,i,i,i,i,i,i,i,i,i
Cc1cccc(C(=O)Nc2ccc(C(=O)/C=C/c3ccncc3)cc2)c1,i,i,i,i,i,i,i,10.6*,i,i,i
COc1ccccc1CN1CC(C(=O)NCCn2ccc(C)n2)CCC1=O (configuration not stated),i,i,i,i,i,i,i,i,i,i,i
COC(=O)COc1ccc(-c2ccccc2)cc1C=O,i,i,i,i,i,i,i,i,i,i,i
C=C1CCN([C@@H](CC(C)C)C(=O)Nc2ccc(OC)cc2)S(=O)(=O)c2ccccc21,i,i,i,i,i,i,i,i,i,i,i
COc1ccc(NC(=O)COC(=O)c2cc([N+](=O)[O-])ccc2N2CCOCC2)cc1,i,i,i,i,i,i,i,i,i,i,i

# Later entries:
SMILES,TMEM16A act,TRPC4 agonist,TMEM16A inh,RGS4 block,MrgX1 antagonist,TRPC6 activator,TRPC4 inh,MrgX1 PAM,MrgX1 agonist,TRPC6 inhibitor,TRPC4 PAM
CCC1Oc2ccc(C)cc2N(CC(=O)NCC2CCCO2)C1=O (configuration not stated),i,i,i,i,i,i,i,i,i,i,i
CCCNC(=O)CCCCn1c(=S)[nH]c2c([nH]c3ccc(OC)cc32)c1=O,i,i,i,i,i,i,i,i,i,i,i
C=CCNC(=S)N1CCOCC1,i,i,i,i,i,i,i,i,i,i,i
CN(CC(=O)Nc1ccc(F)cc1)C(=O)c1cc2c(s1)CCCCC2,i,i,i,i,i,i,i,i,i,i,i
CN(C(=O)COC(=O)c1ccc(NS(=O)(=O)c2cccs2)cc1)C1CCCCC1,i,i,i,i,i,i,i,i,i,i,i
CC1CC1C(=O)OCC(=O)NC(=O)c1ccccc1 (configuration not stated),i,i,i,i,i,i,i,i,i,i,i
